High-throughput results deposited in PubChem BioAssay by National Center for Advancing Translational Sciences (NCATS).
WRN inhibitor = blocks human WRN helicase. Potency, µM (doses to about 114 µM), without a hit: at the highest dose activity change, negative = inhibition, hits mostly inhibitors. AID 651768. Q14191. 0.46% of 360,000 active. WRN helicase unwinding, fluorescent forked duplex, kinetic; note: potency is the fitted concentration of half-maximal effect; % is set by controls: 0 for no effect and ±100 for the full control effect; nearly all actives have a fitted effect of over 55% in size
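WRN at 20 nM final preincubated with compound 15 min at room temperature; reaction started with 100 nM fluorophore/quencher forked duplex oligonucleotide and 2 mM ATP final. Unwinding followed kinetically by red fluorescence (ex 525, em 598 nm).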
IL-2 act = IL-2 activation; IL-2 activation reporter assay, cell-based qHTS; stimulated with anti-CD3/CD4/CD28 beads; in transgenic mouse T cells; activation, % (series mostly up to about 46 µM); 0.065% of 360,000 active; AID 652025; in the data active = activation above about 50%; inconclusive = mostly about 30% to 49%; note: 0% is about no effect
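Unstimulated transgenic mouse T cells; 60-min compound exposure; bead-based TCR/CD4/CD28 stimulation; 18 h culture, 37 degrees C; dual fluorescence (EGFP, DsRed) plate cytometry.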
PLK1 PBD inh = PLK1 (human) polo-box domain binding inhibition. Plk1 PBD binding of FITC phosphopeptide, fluorescence polarization. AID 720504. Potency, µM, for inactives: max response, negative = inhibition, most hits filed as inhibitors. P53350. 2.8% of 360,000 active; note: potency is the fitted concentration of half-maximal effect; series mostly up to about 57 µM; % is set by controls: 0 for no effect and ±100 for the full control effect; nearly all actives have a fitted effect of over 65% in size
GLP1R cytotox = cytotoxicity counter-screen for GLP-1 receptor inverse agonists. HEK293 cAMP-luciferase reporter cells, luminescence, 24 h. Potency, µM (titrated, usually from 38.3 µM), without a hit: at the top dose activity change, negative = inhibition, usual class: inhibitors. 0.13% of 410,000 active. AID 624418;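 note: loss of luciferase light is scored as toxicity; potency is the fitted concentration of half-maximal effect; % is set by controls: 0 for no effect and ±100 for the full control effect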
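MLSMR compounds, 24 hr on cells at 37 deg C/5% CO2; luminescence after luciferase reagent (12 min RT). Inhibition counted as the undesired cytotoxic outcome.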
PI5P4Ka inh = PI5P4K alpha (human) kinase inhibition; P48426; PI5P4Kalpha enzyme, ADP-Glo luminescence, 60 min; stronger effect = lower value; max response, %; 1.2% of 330,000 active; AID 652105; active = max response of -50% or lower; inconclusive = between -30% and -50%; inactive = -30% or higher; note: value at the top dose of about 77 µM; % is set by controls: 0 for no effect and ±100 for the full control effect
Target sequence (P48426 whole entry, looked up): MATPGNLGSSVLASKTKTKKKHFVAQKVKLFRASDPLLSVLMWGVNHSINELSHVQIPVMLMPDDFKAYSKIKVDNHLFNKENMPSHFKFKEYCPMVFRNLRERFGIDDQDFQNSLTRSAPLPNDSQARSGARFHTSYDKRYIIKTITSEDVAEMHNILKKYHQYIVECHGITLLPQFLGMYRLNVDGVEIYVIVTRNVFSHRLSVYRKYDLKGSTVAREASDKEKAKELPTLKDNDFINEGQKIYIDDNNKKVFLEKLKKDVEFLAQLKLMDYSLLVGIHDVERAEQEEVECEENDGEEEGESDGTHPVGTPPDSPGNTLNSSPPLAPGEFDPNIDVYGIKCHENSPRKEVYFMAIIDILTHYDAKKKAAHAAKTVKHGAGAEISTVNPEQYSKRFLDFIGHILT
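PI5P4Kalpha ADP-Glo assay; 5 microM ATP final; 60 min RT reaction; HEPES pH 7.4/EGTA/CHAPS, 5% DMSO; controls lacking substrate or enzyme; luminescent end-point.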
GLP1R ag = agonists of human GLP-1 receptor | Potency, µM (titrated, usually from 45.6 µM), inactives show at the top dose activation, usual class: activators | 0.007% of 380,000 active | HEK293 GLP-1R CRE-luciferase, luminescence, 4-6 h; cells express a hypersensitive GLP-1R form | P43220 | AID 624172; note: potency is the fitted concentration of half-maximal effect; % of control where 0% means no effect
DRD3 agonist = agonists of human D3 dopamine receptor; P35462; D3R DiscoveRx beta-arrestin cells, luminescence, 90 min; max activation, %; 0.58% of 410,000 active; in the data active = max activation above about 30%; note: 0% is about no effect; mostly tested at two doses, the higher about 12 µM
Target sequence (P35462 whole entry, looked up): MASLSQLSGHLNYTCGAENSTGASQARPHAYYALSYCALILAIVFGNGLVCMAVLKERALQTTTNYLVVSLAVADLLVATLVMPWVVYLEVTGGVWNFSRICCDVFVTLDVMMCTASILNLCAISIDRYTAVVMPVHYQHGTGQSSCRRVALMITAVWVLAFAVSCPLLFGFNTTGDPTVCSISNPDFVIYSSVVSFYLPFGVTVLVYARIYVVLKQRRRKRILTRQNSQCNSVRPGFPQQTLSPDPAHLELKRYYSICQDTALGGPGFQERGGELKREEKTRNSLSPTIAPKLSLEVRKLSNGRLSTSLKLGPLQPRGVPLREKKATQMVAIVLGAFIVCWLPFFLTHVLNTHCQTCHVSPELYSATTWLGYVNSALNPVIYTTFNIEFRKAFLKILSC
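Cells at 1500/well, incubated overnight, then treated with pinned compounds (dopamine as control) for 90 min at 37 degrees C. DiscoveRx reagent added for 30 - 60 minutes at room temperature; luminescence read.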
GLP-1R inv ag = GLP-1 receptor (human) inverse agonism. Potency, µM (titrated, usually from 38.3 µM), without a hit: top-dose activity change, negative = inhibition, usual class: inhibitors. P43220. HEK293 GLP-1R CRE-luciferase, luminescence, 24 h; GLP-1R form is constitutively active. AID 624417. 1.6% of 410,000 active; note: potency is the fitted concentration of half-maximal effect; % is set by controls: 0 for no effect and ±100 for the full control effect; nearly all actives have a fitted effect of over 55% in size
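Using stably transfected HEK293 (constitutively active GLP-1R, cAMP-luciferase reporter), compounds were incubated 24 hr and luciferase measured by luminescence.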
D3 antag = antagonists of human D3 dopamine receptor; D3R cells, DiscoveRx beta-arrestin luminescence, antagonist mode; stronger effect = lower value; max response, negative = inhibition, %; 2.5% of 360,000 active; in the data active = max response below about -50%; inconclusive = no clear call, values can overlap the other calls; note: % is set by controls: 0 for no effect and ±100 for the full control effect; mostly tested at two doses, the higher about 12 µM
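Cells expressing the human receptor were seeded at 1500 cells/well, incubated overnight at 37 degrees C in 5% CO2, then exposed to library compounds with dopamine controls for 90 minutes at 37 degrees C before luminescent detection.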
* = called active by the depositor; ? = inconclusive; nt = no result given; & = joins results of further samples; [ ] = dose if it differs, or a comment. Unless noted, calls come from the whole dose curve; as a rule, active = well fitted curve in the direction sought with a large enough effect; inconclusive = small, poorly fitted or top-dose-only effect, or another doubt; inactive = no such curve, though single readings can be large; an effect the other way counts as inactive or inconclusive.

# | structure | WRN inhibitor | IL-2 act | PLK1 PBD inh | GLP1R cytotox | PI5P4Ka inh
1 | Cc1ccc(Nc2nnc(C)c(=O)[nH]2)cc1 | -2%[57.1 µM] | 0.4 | -26% | 3% | -4
2 | COCCCNC(=O)CCC(=O)NNc1nc2ccccc2c2nc(C)nn12 | -5% | 0.0 | -3% | 13%&2% | 3
3 | Cn1cc(CN2CCC(n3nccc3NC(=O)CCc3ccccc3)CC2)cn1 | -18% | -1.6 | 2% | 6% | 6
4 | CCOC(=O)c1sc(NC(=O)CSc2nnnn2-c2ccc(C)c(C)c2)nc1C | 0% | -0.6 | -18% | 69%[activator] | 7
5 | CS(=O)(=O)c1ccc2nc(NC(=O)c3ccc(NS(=O)(=O)c4cccc([N+](=O)[O-])c4)cc3)sc2c1 | -5% | 0.1 | -26% | -13% | -57*
6 | COC(=O)C(NS(=O)(=O)c1cccc(S(=O)(=O)NC(C(=O)OC)c2ccccc2)c1)c1ccccc1 (stereo not given) | -1% | 0.3 | 3% | 10% | -3
7 | CSC1=N/C(=C\c2ccc(C)s2)C(=O)S1 | -17% | -1.5 | -19% | 7% | 1
8 | Cc1ccc(-c2noc(Cn3nc(C(=O)O)c4ccccc4c3=O)n2)cc1 | 14% | -0.2 | -7% | -12% | -2
9 | CCOC(=O)C1(COCc2ccccc2)CCCCC1=O (stereo not given) | -1% | -0.9 | -3% | 6% | 0
10 | Cc1ccccc1N(C)C(=O)C1CCCN(c2ncnc3c2nc2n3CCCCC2)C1 (stereo not given) | -4% | -4.4 | -4% | -4% | 2
11 | O=C(COC(=O)C1CC2C=CC1C2)NCCc1ccccc1 (stereo not given) | 7% | -3.2 | -7% | 13% | 0
12 | CCCSC1=C(C#N)C(c2ccc(O)c(OC)c2)CC(=O)N1 (stereo not given) | -4% | -0.6 | -3% | -46% | 3

# | GLP1R ag | DRD3 agonist | GLP-1R inv ag | D3 antag
1 | 2% | 1 | 25% | -12
2 | -4%&-7% | 3&-10 | 16%&9% | 14
3 | -3% | -23 | -1% | 2
4 | 1% | -2 | 2% | -9
5 | -7% | 5 | 3% | -19
6 | -5% | 5 | 15% | -10
7 | 8% | -4 | -9% | -14
8 | 13% | 0 | 6% | -2
9 | ? | 5 | -19% | 14
10 | 6% | 2 | 1% | 9
11 | 12% | 2 | 2% | 2
12 | -2% | -14 | -18% | 0

Later entries.
# | structure | WRN inhibitor | IL-2 act | PLK1 PBD inh | GLP1R cytotox | PI5P4Ka inh
13 | COCCNC(=O)C1CCCN(C(=O)c2ccnc(Cl)c2)CC1 (stereo not given) | -5% | 0.8 | 1% | 5% | 6
14 | CC1Cc2ccccc2N1C(=O)c1ccc2c(c1)OCO2 (stereo not given) | -1% | -2.3 | 4% | -7% | -4
15 | COc1ccc(C(=O)C2CCCN(C(=O)CCc3ccccn3)C2)c(C)c1 (stereo not given) | -1% | 0.7 | 4% | -6% | -7
16 | CCn1c(SCc2nc(CC(=O)Nc3ccccc3OC)no2)nnc1-c1cccs1 | 4% | -3.5 | 1% | 3% | 0
17 | COc1cccc(C2=NN(S(C)(=O)=O)C(c3cn(-c4ccccc4)nc3-c3cccs3)C2)c1 (stereo not given) | nt | nt | nt | -7% | nt
18 | Nc1nnc(SCC(=O)N2CCCCC2)s1 | 7% | -0.2 | -12% | 5% | 1
19 | CCOC(=O)C(=CNc1ccc(C#N)cc1)C(=O)OCC | 1% | -0.1 | 0% | 0% | 1
20 | Cc1nc(C)c(C(=O)Nc2ccccc2)s1 | 0% | 0.7 | -5% | 13% | -5
21 | CCn1[nH]c(=O)c(=Nc2c(C)n(C)n(-c3ccccc3)c2=O)cc1-c1ccc(Cl)cc1 | -6% | -2.1 | -10% | -22% | 0
22 | CC(=O)c1cccc(N(CC(=O)Nc2cccnc2)S(C)(=O)=O)c1 | -6% | -2.1 | 0% | ? | nt
23 | Cc1cn(CCOc2ccc(Cl)cc2)c(=O)[nH]c1=O | 7% | 1.2 | -20% | -3% | 15
24 | COc1ccc(CN2CC(C(=O)NCc3ccc4c(c3)OCO4)CC2=O)cc1 (stereo not given) | 9% | -0.7 | -4% | -6% | nt

# | GLP1R ag | DRD3 agonist | GLP-1R inv ag | D3 antag
13 | -2% | 4 | 19% | 16
14 | -5% | -19 | ? | 13
15 | 12% | 7 | -1% | 1
16 | -12% | 0 | 0% | 14
17 | 3% | 9 | -6% | nt
18 | -4% | 5 | 0% | 7
19 | 23% | 5 | 27% | 8
20 | 18% | -5 | 23% | 2
21 | 3% | -5 | ? | 6
22 | 0% | -3 | 10% | 16
23 | 20% | 8 | 18% | -9
24 | -8% | -19 | 9% | 10

Reprinted from above for reference:
# | structure | WRN inhibitor | IL-2 act | PLK1 PBD inh | GLP1R cytotox | PI5P4Ka inh
23 | Cc1cn(CCOc2ccc(Cl)cc2)c(=O)[nH]c1=O | 7% | 1.2 | -20% | -3% | 15
24 | COc1ccc(CN2CC(C(=O)NCc3ccc4c(c3)OCO4)CC2=O)cc1 (stereo not given) | 9% | -0.7 | -4% | -6% | nt

# | GLP1R ag | DRD3 agonist | GLP-1R inv ag | D3 antag
23 | 20% | 8 | 18% | -9
24 | -8% | -19 | 9% | 10

Structural class, the entries above with a halogen (3)
# | structure | WRN inhibitor | IL-2 act | PLK1 PBD inh | GLP1R cytotox | PI5P4Ka inh
13 | COCCNC(=O)C1CCCN(C(=O)c2ccnc(Cl)c2)CC1 (stereo not given) | -5% | 0.8 | 1% | 5% | 6
21 | CCn1[nH]c(=O)c(=Nc2c(C)n(C)n(-c3ccccc3)c2=O)cc1-c1ccc(Cl)cc1 | -6% | -2.1 | -10% | -22% | 0
23 | Cc1cn(CCOc2ccc(Cl)cc2)c(=O)[nH]c1=O | 7% | 1.2 | -20% | -3% | 15

# | GLP1R ag | DRD3 agonist | GLP-1R inv ag | D3 antag
13 | -2% | 4 | 19% | 16
21 | 3% | -5 | ? | 6
23 | 20% | 8 | 18% | -9

(further entries)
# | structure | WRN inhibitor | IL-2 act | PLK1 PBD inh | GLP1R cytotox | PI5P4Ka inh
25 | C/C(=N\NC(=S)NCc1ccccc1)c1ccc2c(c1)OCCO2 | -4% | -3.0 | -2% | ? | -6
26 | C=CCn1c(=O)c(CCC(=O)Nc2ccc(N3CCOCC3)cc2)nc2cc(C(F)(F)F)ccc21 | 0%[11.6 µM] | 1.3 | 21µM* | 27% | -53*
27 | CCc1ccccc1N(CC(=O)NCc1ccccc1)C(=O)CCC(=O)Nc1ccccn1 | -15% | 0.3 | 0% | -20% | 1
28 | O=C(Nc1ccc2nn(-c3ccccc3)nc2c1)c1ccc(Br)o1 | -32% | -4.2 | -19% | -15% | nt
29 | O=C(NCc1cccs1)Nc1cccs1 | -9% | 0.7 | -23% | 9% | ?
30 | CC(C(=O)OCC(=O)NC1CCCCC1)N1C(=O)c2ccccc2C1=O (stereo not given) | 5% | -0.9 | 2% | 6% | -1
31 | Cc1ccc(NC(=O)/C=C/C(=O)O)c([N+](=O)[O-])c1 | -4%[57.1 µM] | -0.4 | -1% | 7%[1.53 µM] | -10
32 | O=C(CCn1c(=O)oc2ccccc21)Nc1ccc2c(c1)OCCO2 | 3% | -2.5 | 0% | -4% | 6
33 | O=C(Oc1ccccc1)Oc1ccc2c(c1)oc(=O)c1ccccc12 | -9% | -0.5 | -3% | 120%[activator] | 3
34 | CC(=O)NCC1CCCN(Cc2cn(-c3ccccc3)nc2-c2ccc3c(c2)OCO3)C1 (stereo not given) | 0% | 1.0 | 7% | -3%[7.66 µM] | 3
35 | COc1ccc(C)cc1-n1c(SCC(=O)NC2CC2)nc2ccccc2c1=O | -3% | -0.4 | 4% | -25% | 1
36 | COc1ccc([C@@H]2Sc3cc(OC)ccc3N(CCN(C(C)C)C(C)C)C(=O)[C@H]2OC(C)=O)cc1 | 11% | -1.7 | -9% | -28% | nt

# | GLP1R ag | DRD3 agonist | GLP-1R inv ag | D3 antag
25 | ? | 0 | 10µM* | -4
26 | 25% | -1 | 260%[activator] | -7
27 | 9% | 5 | -48% | 9
28 | -9% | 17 | 0% | 28
29 | -11% | 2 | 9% | -17
30 | 1% | 1 | 13% | 22
31 | 12% | 5 | 6% | 8
32 | 7% | 5 | 16% | -1
33 | 6% | 2 | 90%[activator] | ?
34 | -1% | -12 | 1%[7.66 µM] | -10
35 | -6% | -5 | 13% | 0
36 | 10% | -19 | 0% | 9

The list continues:
# | structure | WRN inhibitor | IL-2 act | PLK1 PBD inh | GLP1R cytotox | PI5P4Ka inh
37 | COc1ccccc1N1CCN(C(=O)C2CCN(C(=O)c3ccc(C(C)(C)C)cc3)CC2)CC1 | -19% | -3.2 | -3% | 9% | 8
38 | Cc1cccc(Nc2nccc(N(C)C)c2C#N)c1 | 4% | 0.9 | 4% | -8% | 0
39 | O=C(NNC(=O)c1cccs1)c1ccccc1 | 1% | -1.7 | -3% | 8% | 1
40 | COC(=O)Cn1cnc2c(oc3ccccc32)c1=O | -7% | -0.1 | -17% | -8% | 1
41 | CCOc1ccc(CN2CCNC(=O)C2CC(=O)NCCc2nc(C)c3c(n2)CCC3)cc1 (stereo not given) | 3% | -0.1 | -7% | 2% | -3
42 | Cc1cc(C)nc(SCc2cc(=O)c(OC(=O)c3ccc(S(=O)(=O)N4CCCC4)cc3)co2)n1 | -7% | -0.5 | -14% | 2% | ?
43 | Cc1cc(OC(C)C(=O)NCc2cccnc2)c2c(C)c(Cc3ccccc3)c(=O)oc2c1 (stereo not given) | 4% | -4.3 | -4% | -4% | -3
44 | CC(C)(C)C1C=C(Sc2ccccc2)C(=O)O1 (stereo not given) | -4% | -1.3 | -17% | 1% | 1
45 | O=C(Nc1ccccc1)N(CCN1CCOCC1)Cc1ccccc1F | -2% | 0.8 | -1% | -15% | 0
46 | O=C(Nc1ccc(F)cc1)c1cncs1 | -1% | -3.4 | -10% | -9% | -2

# | GLP1R ag | DRD3 agonist | GLP-1R inv ag | D3 antag
37 | 0% | 4 | ? | 7
38 | 1% | 1 | 7% | 13
39 | -6% | -2 | 1% | -20
40 | -4% | -5 | 2% | 8
41 | 2% | 3 | ? | -6
42 | -10% | 1 | -9% | -7
43 | 1% | -2 | 1% | 7
44 | 5% | 1 | -27% | -14
45 | -9% | 1 | 1% | 18
46 | 2% | -5 | 18% | -18

Rows were taken by chance; 7.8% or so of the library scored in one or more.
